Bioassay records deposited in PubChem BioAssay by several laboratories.
Salmonella PhoP GFP: inhibitors of PhoP regulon expression, primary screen, Salmonella Typhimurium, GFP reporter (AID 1863); S. Typhimurium PhoP-regulated promoter GFP reporter, 4 h; higher % means a stronger effect; 300,000 tested, 0.16% active; inhibition, % at 50 µM; hits with a dose series show IC50 in µM;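 active means inhibition over 29.93%, a cutoff 3 SD above the screen mean, later confirmed by dose response; inconclusive means inhibition over 29.93% but no dose response follow-up; inactive means inhibition at most 29.93% or unconfirmed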;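 further: 0% = low Mg2+ inducing control and 100% = high Mg2+ repressing control; strong numbers were not always called active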
RSV antiviral HEp-2: inhibition of RSV-induced cytopathic effect – HEp-2 cells, primary 10 µM value included (AID 2391). HEp-2 cells, RSV-induced CPE inhibition; higher % means a stronger effect. one-dose CPE inhibition, % at 10 µM; IC50 in µM for titrated hits. 310,000 tested, 0.13% active; in the data active means a potency from the dose series; inconclusive means CPE inhibition mostly from about 23% at the one dose, without a potency; inactive means the rest, 99 in 100 with CPE inhibition below about 21%; further: strong numbers were not always called active
Rac1 GTP hydrolysis: MgcRacGAP GTPase-activating activity inhibitors, confirmation, biochemical, ADP Hunter fluorescence; 340,000 tested, 0.6% active; MgcRacGAP-stimulated Rac1 GTP hydrolysis, ADP Hunter fluorescence; higher % means a stronger effect; GST-tagged Rac1 F28L mutant substrate; inhibition, % at 30 µM; hits with a dose series show IC50 in µM;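 active means first-screen hits whose inhibition reached a set limit at any dose in the follow-up dose series; inconclusive means inhibition above the set first-screen limit but never retested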;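 further: fluorescence reports GDP produced by GAP-driven GTP hydrolysis; strong numbers were not always called active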
K1F lysis inhibition: protection from phage-mediated lysis, alamar blue read-out – E. coli UTI89, K1F phage, bacterial capsule biogenesis inhibitors (AID 488966) | E. coli UTI89 K1F phage lysis, alamar blue, 2 h; higher % means a stronger effect | one-dose inhibition, % at 100 µM; IC50 in µM for titrated hits | 340,000 tested, 0.02% active;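 active means phage lysis inhibition, versus mean bacterial control, above a set limit; inconclusive means no clear call, values can overlap the other calls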;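 further: capsule biogenesis inhibitors block K1F phage lysis so surviving cells raise fluorescence; higher fluorescence means more inhibition of phage lysis; actives were called in the ten point dose series up to 300 µM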
T cell HTS: T cell immune modulation candidate | 330,000 tested, 0.068% active | AID 2052 | calls only at 7 µM | 2C CD8+ T cell-vesicle binding, flow cytometry; active compounds read low;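 active means response, share of CD8 T cells binding vesicles, and their 90th percentile fluorescence all below set limits, cut at about 80% in these data, passing the limit was not always enough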
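Incubation: binding step 1.5 h, 37 °C, antibody labelling 20 min, ice; system: murine 2C transgenic CD8+ T lymphocytes; technique: cytometric PE anti-B7-1 and Alexa647 anti-CD8 signals after 1% paraformaldehyde fixation; also added: QL9-charged Drosophila Ld/ICAM-1/B7-1 vesicles; control set: naked versus QL9-loaded vesicles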
Myeloid diff MLP: compounds promoting myeloid differentiation; ER-HoxA9 myeloid progenitors, lysozyme-GFP differentiation, flow cytometry; calls only at 10 µM; 360,000 tested, 1% active; AID 624256;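 active means normalized GFP-positive differentiation at or above the plate's own cutoff, the solvent-only control mean plus 3 SD; inconclusive means no clear call, values can overlap the other calls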;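 further: cells exposed to compound for four days before flow analysis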
TNAP activators: human TNAP enzyme activators, primary screen, biochemical, luminescent, no phosphate acceptor, uHTS (AID 1001). purified TNAP, luminescent activation assay, no phosphate acceptor; higher activation fold means a stronger effect. 200,000 tested, 0.03% active. activation fold at 20 µM; hits with a dose series show EC50 in µM; in the data active means activation fold from about 3, or a potency from the dose series; inactive means the rest, 99 in 100 with activation fold below about 1.6; further: many of its hits are not listed in these tables
SV40 large T antigen: TAg ATPase/helicase activity blockers – biochemical (AID 1903); SV40 large T antigen ATPase/helicase inhibition assay; higher % means a stronger effect; inhibition, % at 20 µM, or IC50 in µM where a hit was titrated; 310,000 tested, 0.39% active; in the data active means a potency from the dose series; inconclusive means inhibition mostly from about 32% at the one dose, without a potency; inactive means the rest, 99 in 100 with inhibition below about 32%; further: strong numbers were not always called active
NTR1 ag: agonists of NTR1, primary screen, imaging, U2OS cells, beta-arrestin-GFP, high content (AID 493036); 330,000 tested, 0.17% active; activation, % at 20 µM; NTR1-U2OS beta-arrestin-GFP spot imaging, agonist mode; P30989;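 active means activation at or above 40% of the spot to cytoplasm intensity ratio, with at least 20 cells analyzed; inconclusive means wells under 20 cells, flagged as cytotoxic or low count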;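 further: 0% = DMSO without peptide and 100% = 100 nM NTR1 peptide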
Target sequence (P30989 whole entry, looked up): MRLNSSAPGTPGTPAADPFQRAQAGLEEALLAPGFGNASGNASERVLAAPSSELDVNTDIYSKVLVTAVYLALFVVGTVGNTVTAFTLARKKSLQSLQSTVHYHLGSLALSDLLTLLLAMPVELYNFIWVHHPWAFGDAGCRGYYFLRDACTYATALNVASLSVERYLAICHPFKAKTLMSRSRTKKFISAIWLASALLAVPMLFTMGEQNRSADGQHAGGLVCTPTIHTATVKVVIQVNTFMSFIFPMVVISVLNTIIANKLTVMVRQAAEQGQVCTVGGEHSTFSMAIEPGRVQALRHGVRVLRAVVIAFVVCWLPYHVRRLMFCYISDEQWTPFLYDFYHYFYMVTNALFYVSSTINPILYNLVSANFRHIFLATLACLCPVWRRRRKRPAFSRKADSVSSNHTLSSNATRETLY
T cell HTS vesicle-bound %: also measured in T cell HTS; calls as there; double positive events, %; measured here: CD8+ vesicle-bound cell fraction;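 binding gate set so that unloaded-vesicle control wells show 10% double positive cells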
NTR1 ag cell count 20 µM: recorded beside NTR1 ag, whose call it bears; cell count; measured here: cell count, cytotoxicity flag
Myeloid diff MLP GFP+ MAC1+ %: second read-out of Myeloid diff MLP, no call of its own (marks repeat the call); GFP+ MAC1+ double positive, %; measured here: differentiation confirmed by MAC1 staining
An asterisk follows results filed as active; i = inactive; ? = inconclusive; nt = no result given; & = joins results of further samples; [ ] = dose if it differs, or a comment.

Values run as follows: Myeloid diff MLP GFP+ MAC1+ %, Rac1 GTP hydrolysis, K1F lysis inhibition, NTR1 ag, Myeloid diff MLP, T cell HTS vesicle-bound %, RSV antiviral HEp-2, NTR1 ag cell count 20 µM, SV40 large T antigen, TNAP activators, T cell HTS, Salmonella PhoP GFP
1	Cc1ccc(S(=O)(=O)/N=C2/NC(=O)/C(=C/c3ccccn3)S2)cc1
    0.6, 10%, 0.0%, -1.1, i, 2, 2.7%, 30, 11%, 1.1, i, -8%
2	Cc1nnc(SCC(=O)c2c(N)n(C3CC3)c(=O)[nH]c2=O)n1-c1ccccc1
    0.8, 4%, 0.5%[50 µM], -1.9, i, 59, 1.2%, 40, nt, nt, i, nt
3	NC(=O)c1c(NC(=O)c2cc3ccccc3o2)sc2c1CCC2
    0.5, 6%, 3.3%, -0.3, i, 45, -0.1%, 95, 17%, 1.1, i, -10%
4	O=C(NCc1ccco1)/C(=C/c1ccc(Br)cc1)NC(=O)c1ccco1
    0.4, 8%, -3.1%, 0.5, i, 9, 2.2%, 56, 7%, nt, i, -4%
5	CCOC(=O)CCc1c(C)c2ccc(OCc3nn[nH]n3)c(C)c2oc1=O
    0.9, 4%, -0.4%, -1.3, i, 39, 0.4%, 89, 15%, 1, i, 3%
6	CCOc1c(Br)cc(CNc2ccc(N3CCN(C(C)=O)CC3)cc2)cc1OC
    0.4, ?, 0.1%, -0.1, i, 33, 1.7%, 37, 6.2µM*, nt, i, -2%
7	C=CCNCCCCOc1ccc(Br)cc1C
    0.5, ?, 1.8%[50 µM], 0.4, i, 50, -1.3%, 63, -3%, 1, i, 11%
8	CCCOC(=O)CCCN1C(=O)/C(=C2\SC(=S)N(CCCC(=O)OCCC)C2=O)SC1=S
    5.9, nt, nt, -0.4, i, 50, 3.6%, 37, 9%, nt, i, -6%
9	COc1cc(NC(=O)Cc2ccc(S(=O)(=O)N3CCOCC3)s2)c(OC)cc1Cl
    0.7, 6%, 1.1%[50 µM], 1.1, i, 47, 20%, 69, 3%, nt, i, -6%
10	COc1ccc(C(=O)COC(=O)Cc2c[nH]c3ccccc23)c(OC)c1
    0.6, -1%, 1.0%[50 µM], 1.2, i, 59, 0.1%, 57, 13%, nt, i, 2%
11	C#CCN1CC(C)/C(=N/O)CC1C (centres undefined)
    0.9, 6%, 0.3%, 0.1, i, 9, 1.9%, 70, 7%, 1.1, i, 2%
12	COc1cccc(C(=O)NCc2nnc(SCC(=O)Nc3nccs3)n2-c2ccccc2)c1
    1.9, 6%, -1.4%, 1.5, i, 56, 3.0%, 68, 4%, 1, i, 4%
13	O=S(=O)(Cc1noc(-c2ccccc2Cl)n1)c1ccccn1
    0.2, -4%, -0.6%, -1.2, i, 20, 1.1%, 47, 5%, nt, i, -9%
14	Cc1nnc(SCC(=O)NCc2ccccc2Cl)[nH]c1=O
    0.5, 11%, 0.2%, -1.8, i, 42, 1.1%, 81, 9%, 0.9, i, -12%
15	COc1ccc(OCC(=O)NC2CCCN(Cc3ccc(Cl)cc3)C2)cc1 (centres undefined)
    1.2, 0%, -0.1%, 2.1, i, 73, 1.4%, 63, 7%, nt, i, -2%
16	CCn1c(Cc2ccccc2)nnc1SCC(=O)Nc1ccc(OC)cc1
    0.0, -7%, -0.2%, -1.0, i, 11, 2.0%, 69, -1%, 1.1, i, 2%
17	CC(C)(C)OC(=O)N/N=C\c1ccc(OC(=O)c2ccco2)cc1
    0.3, 9%, -1.4%, 0.3, i, 32, 1.4%, 99, 8%, 1.1, i, -4%
18	COc1ccccc1C(=O)N1CCCC(c2nc(-c3cc(OC)c(OC)c(OC)c3)no2)C1 (centres undefined)
    3.9, 9%, -1.6%, -0.1, i, nt, 2.1%, 67, -7%, 1, nt, 9%
19	CCn1cc(CN2CCC(C(=O)Nc3ccc(Oc4cccnc4)cc3)CC2)c(C)n1
    1.2, 9%, 0.1%, 0.0, i, 41, -0.4%, 72, 3%, nt, i, 4%
20	COc1cc(OC)cc(C(=O)N(Cc2nc(-c3cccc(C)c3)no2)C(C)C)c1
    0.4, 6%, 0.2%, nt, i, nt, nt, nt, 1%, 1, nt, 3%
21	COc1ccc(N2C=C3C(=O)C(C)(OC(=O)CCc4ccccc4)C(=O)C=C3C=C2c2ccc(C#N)cc2)cc1 (centres undefined)
    0.9, 1%, -1.2%, -0.4, i, 48, -1.3%, 96, 26%, nt, i, 0%
22	C[C@@H]1O[C@@H](Oc2c(-c3ccc(O)c(O)c3)oc3cc(O)cc(O)c3c2=O)[C@H](O)[C@H](O)[C@H]1O
    2.0&0.9, ?, 1.6%&2.5%, 0.7, i, 22, nt, 58, nt, nt, i, nt
23	CCCC[N+](CC#CCO)(CC#Cc1ccccc1)CCCC
    0.6, 9%, 0.3%, 0.2, i, 34, 3.3%, 36, 9%, nt, i, nt
24	CC(C)NC(=O)[C@]1(C)CCC[C@@]2(C)C3CC[C@@]4(C)C[C@]3(CCC21)CC4=O (some centres undefined)
    0.6, 14%, 1.1%, -1.0, i, 27, -0.9%, 37, nt, nt, i, nt
25	C/C(=N\NC(=O)CSCc1ccc([N+](=O)[O-])cc1)c1cccc(Br)c1
    0.4, 10%, 1.7%, 0.9, i, 37, 3.6%, 62, 6%, 0.9, i, -7%
26	Fc1cccc(F)c1-n1c(CN2CCCC2)csc1=S
    0.3, 4%, 0.0%, -0.3, i, 50, 1.4%, 68, 13%, 1.1, i, -6%
27	Cn1nc(C(=O)NNC(=O)c2ccc(Cl)c(S(N)(=O)=O)c2)c2ccccc2c1=O
    0.4, 1%, 1.2%, -0.2, i, 27, 1.6%, 64, nt, nt, i, nt
28	C=C(C)CN(CC)c1nc(N)c(C#N)c(CC#N)c1C#N
    3.2, -2%, 1.2%, 7.9, i, 24, ?, 93, 7%, 1.1, i, -2%
29	COCc1nnc(NC(=O)c2cc(Cl)ccc2OC)s1
    0.5, 9%, 0.1%, 8.8, i, 27, -0.4%, 94, 0%, 1.1, i, 8%
30	COc1ccc(OC)c(S(=O)(=O)Nc2cc(Cl)cc(Cl)c2)c1
    3.4, -2%, -0.3%, 3.7, i, 15, 2.6%, 70, 3%, 1.1, i, 4%
31	Cc1ccccc1OCC(=O)Nc1nnc(C2CCCC2)s1
    2.4, 8%, 0.8%, -0.1, i, 54, 0.7%, 75, 0%, nt, i, 2%
32	COc1ccc(NC(=O)CSCC(=O)NC2(C)CCS(=O)(=O)C2)cc1 (centres undefined)
    1.2, 4%, 0.6%[50 µM], 0.7, i, 18, 1.3%, 51, 22%, nt, i, 2%
33	CCCN(CC(=O)Nc1ccc(Cl)cc1Cl)Cc1cc(=O)n2ccsc2n1
    0.5, 7%, -0.2%, -0.1, i, 55, 6.2%, 67, -1%, 1.3, i, -1%
34	O=C(CCSc1nnc(-c2ccco2)o1)Nc1ccccc1
    0.5, 8%, 0.5%, -0.6, i, 8, 2.0%, 96, 2%, 1, i, 3%
35	CSCCC(NS(=O)(=O)c1ccccc1F)C(=O)NCc1cccs1 (centres undefined)
    0.5, 9%, 0.4%[50 µM], -0.3, i, 25, 0.3%, 54, nt, nt, i, nt
36	Cc1ccc(OCc2nc(C#N)c(N3CCN(Cc4ccccc4)CC3)o2)cc1
    0.8, 6%, 2.1%, 0.2, i, 39, 20%, 60, 2%, 1.2, i, -5%
37	Cc1ccc([C@@H]2CC=C(C(=O)O)[C@H](c3ccccc3F)N2S(=O)(=O)c2ccccc2C)cc1
    0.8, -7%, -0.3%, 1.9, i, 6, nt, 69, nt, nt, i, nt
38	O=C1CN(C(=O)COC(=O)c2ccc[n+]([O-])c2)c2ccccc2N1
    0.8, 2%, -2.0%, -1.1, i, 43, 2.6%, 38, 3%, 1.1, i, -8%
39	COC(=O)c1cc(NCc2ccc3c(c2)OCO3)ccc1N1CCOCC1
    5.2, ?, 13%, 1.9, i, 60, 3.6%, 81, 28%, 1.1, i, 4%
40	O=C(NC1CCN(Cc2ccccc2)CC1)c1cc(-c2ccccn2)nc2ccccc12
    0.5, 5%, 2.2%, 1.0, i, 48, -0.5%, 81, 3%, 1.1, i, -5%
41	CC(C)c1ccc(NC(=O)CNS(=O)(=O)c2ccc(F)cc2)cc1
    0.7, 2%, 0.4%, 0.9, i, 38, 18%, 34, 7%, 1.2, i, 4%
42	Cc1ccc(Cl)c(OCC(=O)Nc2sc(C)c(C)c2C#N)c1
    0.8, 0%, -0.2%, 0.5, i, 33, 0.0%, 62, -2%, 1.1, i, -15%
43	O=C(Nn1cnnc1)c1ccc(Cl)cc1
    1.0, 8%, -0.1%, 1.4, i, 12, 0.7%, 69, 7%, nt, i, 0%
44	CN(Cc1cnccn1)C(=O)C1CCC(=O)N(CCc2ccccc2)C1 (centres undefined)
    0.7, 6%, 0.5%, -1.6, i, 8, 0.2%, 59, 0%, nt, i, 1%
45	CCSc1nnc(NC(=O)C2Cc3ccccc3CN2C(=O)c2ccco2)s1 (centres undefined)
    0.2, 13%, 1.3%, 0.4, i, 27, 0.9%, 52, 20%, 1.1, i, -8%
46	CC1CCN(C(=O)Cn2c3ccc(F)cc3c3nc4n(c(=O)c32)CCCS4)CC1
    nt, 16%, 0.9%, 1.2, ?, 42, 2.2%, 61, 8%, nt, i, 1%
47	CCc1ccc2[nH]c3nc(SCC(=O)NNC(=O)c4ccc(C(C)(C)C)cc4)nnc3c2c1
    1.1, 1%, 0.0%, 3.8, i, 19, 2.1%, 100, 26%, 1.2, i, -9%
48	O=C(Nc1ccc(-c2nc3cccnc3s2)cc1)c1ccco1
    1.9, 1%, 2.2%, -0.1, i, 14, 1.1%, 79, 11%, 1.1, i, -1%
49	NC1(N)OC(CN2C(=O)c3ccccc3C2=O)CS1 (centres undefined)
    0.9, 7%, 2.3%[50 µM], 2.9, i, 26, 0.3%, 48, 3%, 1, i, 5%
50	O=C1CSc2nc3ccccc3n21
    4.4, 5%, 6.0%, 0.3, i, 30, 1.1%, 52, 27%, 1.1, i, 1%
51	Cc1nn(C(C)(C)C)c(NC(=O)c2ccc(Cl)cc2Cl)c1Br
    1.1, nt, nt, 2.8, i, 35, 1.4%, 44, 17%, nt, i, -5%
